# Screening results from PubChem.
# DNMT1 inh: inhibitors of human DNMT1; P26358; DNMT1 molecular beacon, Hinp1I cleavage, fluorescence; inhibition (reported as % activation of signal), % at 10 µM; 360,000 compounds, 0.83% hits; AID 588458; in the data active = inhibition above about 50%
# NadD block: blocks S. aureus nicotinate mononucleotide adenylyltransferase | inhibition, % at 20 µM | 360,000 compounds, 0.78% hits | purified NadD enzyme, colorimetric absorbance read-out; in the data active = inhibition above about 26%; note: some compounds past the cut are filed as inactive
# LMPTP inh: LMPTP (human) inhibition; P24666; recombinant LMPTP-A, OMFP fluorogenic substrate, fluorescence intensity; inhibition, % at 20 µM; 360,000 compounds, 0.22% hits;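 active = compounds that cut the enzyme signal by at least half of the control window in the single-dose screen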;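 note: plate controls were DMSO wells with enzyme plus substrate for no effect and substrate without enzyme for full effect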
# Target sequence (P24666 whole entry, looked up): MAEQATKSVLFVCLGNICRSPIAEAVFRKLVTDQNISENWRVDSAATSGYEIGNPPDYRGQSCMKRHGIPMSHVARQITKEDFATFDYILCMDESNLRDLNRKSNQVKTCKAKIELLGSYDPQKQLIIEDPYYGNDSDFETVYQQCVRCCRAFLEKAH
#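 Assay system: LMPTP-A enzyme. Input: 0.625 nM LMPTP-A final. Probe or stimulus: 400 µM OMFP. Compound dosing: single 20 µM dose. Schedule: 50 min dark incubation at room temperature. Detection: fluorescence intensity of OMFP turnover product. Read-out: percent inhibition versus substrate-only and uninhibited controls. Benchmarks: no-enzyme low control, uninhibited high control.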
# CendR NRP1 mod: alters CendR peptide binding to human NRP-1; inhibition, % at 25 µM; 360,000 compounds, 0.85% hits; FAM-RPARPAR peptide binding to NRP-1, fluorescence polarization;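 active = inhibition or corrected inhibition above about 18%, plus a signal ratio from 0.5 to 1.5, limit read from the data, passing the limit was not always enough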; note: strong numbers were not always called active
# Rpn11 block: blocks the human proteasome subunit Rpn11. O00487. 360,000 compounds, 0.59% hits. calls only at 20 µM. human 26S proteasome, Ub4-pepOG fluorescence polarization; 20S core pre-blocked with epoxomicin. AID 588493;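 active = inhibition at 20 µM, scaled to each plate's controls, above about 33%, limit read from the data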
# Target sequence (O00487 whole entry, looked up): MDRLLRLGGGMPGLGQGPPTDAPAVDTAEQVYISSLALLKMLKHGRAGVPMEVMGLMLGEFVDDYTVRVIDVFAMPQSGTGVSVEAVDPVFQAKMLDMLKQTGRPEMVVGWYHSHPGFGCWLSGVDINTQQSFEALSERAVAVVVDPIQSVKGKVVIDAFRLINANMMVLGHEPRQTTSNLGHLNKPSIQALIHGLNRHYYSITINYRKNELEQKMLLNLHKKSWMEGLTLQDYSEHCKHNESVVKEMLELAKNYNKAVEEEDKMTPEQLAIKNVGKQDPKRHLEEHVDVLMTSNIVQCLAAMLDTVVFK
# SKN-1 block: inhibitors of C. elegans SKN-1; C. elegans VP596 Pgst-4::GFP/RFP ratio, acrylamide-induced, 24 h; inhibition, % at 21.8 µM; AID 624304; 360,000 compounds, 0.49% hits;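 active = interference check ratio from 0.5 to 1.5 plus GFP to RFP signal ratio inhibition reaching or exceeding a fixed threshold, cut at about 30% in these data, passing the limit was not always enough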; note: some compounds called inactive have numbers as strong as hits
# STEP block: STEP (human) phosphatase inhibition. 360,000 compounds, 0.25% hits. recombinant STEP, OMFP fluorogenic substrate, fluorescence. inhibition, % at 20 µM. P54829;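 active = inhibition at 20 µM, scaled per plate between control wells, above about 37%, limit read from the data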;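 note: 0% = DMSO with enzyme and substrate and 100% = substrate only without enzyme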
#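 System: STEP (striatal-enriched tyrosine phosphatase) enzyme, cell-free; medium: Bis-Tris pH 6.0 buffer with DTT, detergent; dosing: 20 µM, 1% DMSO; times: reaction 20 min, ambient temperature; detection: fluorescence, 480/540 nm; read-out basis: normalized % inhibition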
# Scp1 inh: Scp-1 (human) phosphatase inhibition; Q9GZU7; Recombinant Scp1, phosphopeptide, malachite green phosphate absorbance; inhibition, % at 20 µM; 340,000 compounds, 0.88% hits;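 active = inhibition above about 50% at 20 µM, limit read from the data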;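 note: plate controls were DMSO wells with enzyme for no effect and wells lacking enzyme for full effect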
# Target sequence (Q9GZU7 76-261 limits assumed): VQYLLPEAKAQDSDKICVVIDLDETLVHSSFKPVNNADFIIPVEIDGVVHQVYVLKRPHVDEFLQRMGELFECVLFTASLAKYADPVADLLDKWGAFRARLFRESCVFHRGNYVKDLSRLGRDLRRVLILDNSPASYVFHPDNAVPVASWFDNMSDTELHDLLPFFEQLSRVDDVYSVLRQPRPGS
#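 Times: enzyme reaction 45 min at room temperature, colour 5 min, stabilisation 30 min. Material: SCP-1 catalytic fragment, aa 76-261. Medium: Acidic Tris acetate buffer with magnesium and detergent. Signal: colorimetric free-phosphate detection, absorbance 630 nm. Read-out basis: % inhibition of SCP-1 phosphate liberation. Reagent: Phosphorylated 17-residue peptide substrate.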
# SUMO1-SIM PPI: modulators of human SUMO1-mediated protein-protein interactions; P63165; AID 602429; SUMO1 binding to a labelled peptide, TR-FRET, 1 h; inhibition, % at 20 µM; 360,000 compounds, 0.33% hits; in the data active = inhibition above about 37%
# Target sequence (P63165 whole entry, looked up): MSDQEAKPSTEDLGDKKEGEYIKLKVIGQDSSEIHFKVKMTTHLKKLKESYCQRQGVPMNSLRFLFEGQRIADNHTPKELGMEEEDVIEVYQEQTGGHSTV
# MT1-MMP act inh: MT1-MMP (human) activation inhibition; 360,000 compounds, 0.061% hits; P50281; GFP/RFP ratio change, % at 20 µM; HT1080 RFP-PRO-GFP cells, GFP/RFP ratio fluorescence, overnight; percent of plate control window, DMSO zero;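 active = GFP/RFP ratio change of at least 30% with cell ATP level not reduced by more than half and red fluorescence within 50% of control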; note: strong numbers were not always called active
#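 Assay system: HT1080 cells carrying an RFP-PRO-GFP reporter | Dosing: Single dose of 20 µM compound, 1% DMSO final | Incubation: Cells overnight before dosing, compound overnight, 37 °C, 5% CO2 | Evaluation: GFP/RFP fluorescence ratio | Control set: DMSO and RFP-L50D-GFP cell wells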
# Starred values were filed as active, the others as inactive; i = inactive; x = no result given; + = active, no number.
SMILES,DNMT1 inh,NadD block,LMPTP inh,CendR NRP1 mod,Rpn11 block,SKN-1 block,STEP block,Scp1 inh,SUMO1-SIM PPI,MT1-MMP act inh
CCOc1cc(NC(=O)c2ccccn2)c(OCC)cc1NC(=O)c1ccc(C)cc1,-7.2,1.1,1.3,-9.9,i,-3.0,1.5,-1.3,-2.7,4.3
O=C(Nc1ccccc1-c1ccccc1)c1ccc(Cl)c([N+](=O)[O-])c1,3.9,-1.3,1.8,16.5,i,3.2,1.6,-7.8,-15.1,-2.2
O=C1C2CC=CCC2C(=O)N1Cc1ccccc1 (stereo not given),5.8,-3.7,-2.8,5.8,i,13.6,-6.9,-1.1,0.3,-1.0
Cc1cc(=O)[nH]c(N/N=C/c2ccc(N(C)C)cc2)n1,-2.1,-4.1,-0.1,-4.3,i,8.4,-1.5,4.9,0.1,0.3
COc1ccc(OCC(=O)Nc2ccc3c(c2)nc(CCn2ccccc2=O)n3C)cc1,-7.3,7.3,4.9,-1.8,i,0.9,3.2,5.7,-4.9,2.3
Cc1ccccc1OCC(=O)N/N=C/c1cn(Cc2ccccc2)c2ccccc12,-2.6,9.8,2.1,2.0,i,1.0,1.6,-9.0,1.1,-3.0
CC(C)NC[C@H](O)c1ccc(O)c(O)c1,4.8,0.1,-0.1,13.8,i,32.3,0.1,-8.8,1.9,1.5
CCc1nnc(NC(=O)CSCc2cc(=O)n3nc(C)sc3n2)s1,1.1,-5.8,0.2,17.3,i,6.3,1.2,-13.4,-4.2,1.9
O=C1CC(c2ccccc2)NC(=S)N1 (stereo not given),7.1,3.1,-2.3,-0.6,i,2.4,-2.5,x,-3.3,5.0
CC1CCCCC1NC(=O)CN1c2cccc3cccc(c23)S1(=O)=O (stereo not given),-2.9,-2.2,1.2,-5.7,i,12.6,5.1,-3.9,-8.9,0.8
Cc1cc(NC(=O)c2ccc(Cl)cc2)n(CCOC(=O)c2ccc(Cl)cc2)n1,0.4,-0.3,0.6,-9.8,i,-7.5,-1.5,-5.3,3.1,-2.2
COc1ccc(CCNc2nc(-c3sc(C)nc3C)cs2)cc1OC,3.5,-3.1,-1.7,-7.2,i,-9.1,-0.1,-2.0,-4.1,1.4
COC(=O)[C@]1(C)N[C@H](CN(C)C(=O)c2ccc(F)cc2)[C@@H]2C(=O)N(Cc3ccccc3)C(=O)[C@@H]21,10.6,1.2,-0.9,-7.8,i,1.5,-3.8,-12.4,-0.9,0.5
Cc1ccc(C(=O)OCC(=O)N2CCC(Cc3ccccc3)CC2)cc1N,-0.8,-0.9,0.1,5.3,i,11.4,0.3,-2.1,5.6,-0.2
Cc1ccc(NC(=O)c2ccc(S(=O)(=O)N3CCCCC3)cc2)cc1,-6.9,-11.8,-0.3,9.7,i,-5.9,1.1,-6.5,-1.4,-1.4
O=C(CCN1C(=O)/C(=C/c2ccccc2Cl)SC1=S)N1CCCC1,1.2,2.9,3.4,6.8,i,-3.5,3.3,-10.6,-19.0,-3.0
COc1ccc(OCC(=O)OCC(=O)NC2CC2)cc1,5.9,0.3,-0.5,-2.8,i,1.3,-1.5,0.7,-1.5,3.8
CCOC(=O)c1cc(-c2ccc(OC)cc2)nc2c1c(C)nn2CCC(N)=S,-4.0,-8.2,2.5,3.5,i,4.8,3.8,-5.3,-11.7,2.6
O=C(CN1C(=O)COc2ccccc21)Nc1ccc(F)cc1,-6.3,-0.7,-0.5,-6.1,i,-5.2,-1.0,-16.1,5.4,2.1
COc1ccccc1C=NN=Cc1ccccc1OC,6.2,-4.7,0.8,10.9,i,-14.6,1.4,2.2,-6.7,1.5
OC1CCCC1,0.2,2.3,1.0,-4.9,i,7.4,-3.1,-6.3,2.1,-1.0
O=C(COC(=O)CNC(=O)c1cccc([N+](=O)[O-])c1)Nc1cccc(S(=O)(=O)N2CCCC2)c1,2.2,-5.8,-0.3,-0.7,i,8.5,0.6,-0.8,-12.1,-3.5
COC(=O)[C@H](CC(C)C)N(Cc1ccccc1)S(=O)(=O)N(Cc1ccc(OC)cc1)[C@@H](CC(C)C)C(=O)OC,8.0,0.1,1.3,3.9,i,-0.3,1.4,-8.7,3.3,-4.7
CCN(CCn1cccn1)C(=O)c1cc(COc2ccccc2SC)on1,-2.6,-2.7,-0.4,-9.9,i,8.3,-2.0,-10.2,3.5,1.4
CC(Sc1nccn1C)C(=O)c1c(N)n(C)c(=O)n(C)c1=O (stereo not given),0.7,-3.3,-2.1,-0.1,i,8.4,1.6,-1.2,1.3,3.1

# Looked up above:
# LMPTP inh with `O=C1C2CC=CCC2C(=O)N1Cc1ccccc1` (stereo not given) = -2.8
# NadD block with `COc1ccc(OCC(=O)OCC(=O)NC2CC2)cc1` = 0.3

# Further records:
SMILES,DNMT1 inh,NadD block,LMPTP inh,CendR NRP1 mod,Rpn11 block,SKN-1 block,STEP block,Scp1 inh,SUMO1-SIM PPI,MT1-MMP act inh
CC1CCCC(C)N1C(=O)CSc1nc2ccccc2c(=O)[nH]1 (stereo not given),2.9,-1.1,-2.0,-5.6,i,1.8,12.3,-14.1,0.3,3.8
COC(=O)c1cccc(NC(=O)/C=C/c2cccc([N+](=O)[O-])c2)c1,-3.7,-10.6,-1.2,3.1,i,-6.8,-4.2,-5.3,-5.2,5.8
CNc1ccc2ncc(-c3cccc(C(=O)N(C)C)c3)n2n1,3.3,-0.1,0.3,6.2,i,-3.7,-1.6,x,7.8,-10.1
Cc1ccc(C)c(S(=O)(=O)N2CCN(c3nc(CN4CCOCC4)nc4sc(C)c(C)c34)CC2)c1,0.4,11.1,2.8,2.0,i,9.7,1.8,-2.2,4.0,-5.2
CCC(C)[C@H]1CNC(=O)C(=O)N1CCCc1cc(OC)c(OC)c(OC)c1 (stereo not given in full),-0.9,-3.8,-1.2,2.0,i,6.5,-3.4,-5.2,-1.1,-0.8
O=C(CSc1nnnn1C1CCCCC1)NCCc1ccccc1,-0.5,0.0,-0.9,-3.7,i,17.7,-0.9,0.4,3.3,-0.4
CCc1ccccc1OCC(=O)Nc1ccc2c(c1)OCCO2,-3.8,-4.1,-0.1,-3.0,i,-0.5,0.8,-7.7,1.6,1.0
O=S(=O)(N/N=C/c1ccc(F)cc1)c1ccccc1,3.0,-0.5,4.3,0.1,i,-8.3,0.0,0.9,-2.9,-2.8
Cn1c2c(c(=O)[nH]c1=O)C(NC(=O)c1ccco1)(C(F)(F)F)C(=O)N2 (stereo not given),-3.6,-0.6,-0.5,4.8,i,-6.5,-3.9,-3.3,1.4,1.8
CCO/C=C1\C(=O)N(CC)c2ccccc21,3.7,-4.9,-0.5,-9.2,i,26.8,0.3,-8.1,-1.2,-0.9
Cc1cc(C)cc(C(=O)NC(CC(N)=O)c2ccc(NC3CCCCCCC3)c([N+](=O)[O-])c2)c1 (stereo not given),-1.9,-2.8,3.0,-6.7,i,14.7,-0.7,-10.7,-5.5,1.3
COc1ccc(NC(=O)N(C)[C@H]2C[C@H]3c4[nH]c5ccccc5c4CCN3C[C@H]2[C@H](C)O)cc1,-9.4,-2.6,-0.2,-5.6,i,7.2,1.4,x,-5.5,1.5
CCOC(=O)CSc1nnc(C)c(=O)[nH]1,0.8,-1.7,-0.4,18.9,i,13.0,-2.0,-12.7,1.4,-3.1
CCOc1ccc2nc(SCC(=O)NC3CCCCC3)[nH]c2c1,-0.7,-0.8,-1.0,6.4,i,-7.6,-1.5,-10.1,6.4,0.9
CCN(CC)S(=O)(=O)c1cccc(-c2nnc(SCC(=O)NCCC3=CCCCC3)n2N)c1,2.9,-1.2,-1.1,-9.7,i,-6.6,1.1,-1.8,0.8,1.3
CC(=O)n1nc(-c2ccco2)nc1SCc1ccccc1,2.8,-4.5,1.3,-48.0,i,13.1,4.0,-4.2,8.1,4.0
Cc1cc(C)c(S(=O)(=O)NC2CC2)c(C)c1,-1.4,0.9,0.3,4.6,i,0.3,-1.0,-3.9,0.4,1.0
CCNC(=O)C1(C)CCCN(Cc2ccc(-c3ccccc3)o2)C1 (stereo not given),0.2,3.5,0.4,-10.5,i,6.4,-4.3,x,-4.0,0.0
CCOC(=O)N1CCN(C2CCCN(C(=O)c3cccc(N(C)C)c3)C2)CC1 (stereo not given),1.0,0.6,0.1,5.8,i,17.7,-0.9,-7.5,-5.7,0.6
CCN1/C(=C/c2ccc3cc(C)ccc3[n+]2CC)Sc2cc(C)c(C)cc21,-5.1,25.8,65.1*,-213.0,+,64.3,0.1,18.6,-55.3,-24.8
Cc1ccc(OCC(=O)c2cc(C)n(-c3cc(C)on3)c2C)c([N+](=O)[O-])n1,3.1,0.8,2.0,5.7,i,18.0,-2.0,-1.9,-20.6,-3.9
O=C(OCC1OC(n2cc(Br)c(=O)[nH]c2=O)C(Br)C1O)c1ccccc1 (stereo not given),0.0,0.3,-2.5,-0.7,i,3.1,-2.4,-7.7,1.5,-1.3

# Profiles, quoted from the list:
# Cc1cc(C)c(S(=O)(=O)NC2CC2)c(C)c1 in the list: DNMT1 inh = -1.4; NadD block = 0.9; LMPTP inh = 0.3; CendR NRP1 mod = 4.6; Rpn11 block = i; SKN-1 block = 0.3; STEP block = -1.0; Scp1 inh = -3.9; SUMO1-SIM PPI = 0.4; MT1-MMP act inh = 1.0
# O=S(=O)(N/N=C/c1ccc(F)cc1)c1ccccc1 in the list: DNMT1 inh = 3.0; NadD block = -0.5; LMPTP inh = 4.3; CendR NRP1 mod = 0.1; Rpn11 block = i; SKN-1 block = -8.3; STEP block = 0.0; Scp1 inh = 0.9; SUMO1-SIM PPI = -2.9; MT1-MMP act inh = -2.8
